AmpC det inh = inhibitors of E. coli AmpC beta-lactamase with detergent. P00811. purified AmpC, nitrocefin hydrolysis with detergent. Potency, µM (highest dose often 28.7 µM), without a hit: at the highest dose activity change, negative = inhibition. 71,000 compounds, 0.09% hits. AID 584; active means well fitted curve in the direction sought with a large enough effect
Target sequence (P00811 whole entry, looked up): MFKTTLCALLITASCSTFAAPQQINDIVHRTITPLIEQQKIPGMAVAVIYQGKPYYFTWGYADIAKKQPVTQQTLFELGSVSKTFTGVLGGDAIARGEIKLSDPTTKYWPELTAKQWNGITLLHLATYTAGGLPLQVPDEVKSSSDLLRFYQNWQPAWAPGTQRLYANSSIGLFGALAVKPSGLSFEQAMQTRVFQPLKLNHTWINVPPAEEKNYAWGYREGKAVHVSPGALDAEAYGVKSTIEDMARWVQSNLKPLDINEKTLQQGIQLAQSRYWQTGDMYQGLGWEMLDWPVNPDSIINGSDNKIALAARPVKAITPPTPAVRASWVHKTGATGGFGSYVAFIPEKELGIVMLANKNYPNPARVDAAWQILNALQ
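E. coli AmpC (5.3 nM) in 20 mM phosphate pH 7.0 with 0.01% Triton X-100, preincubated 15 min RT with compound; nitrocefin (2 uL of 800 uM stock) hydrolysis followed by 480 nm absorbance every 20 s over 4 min.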
* marks the source's active call; other numbers are inactive results; & = joins results of further samples; [ ] = remark or other dose. On the % scale 0 is the no-effect control and ±100 the full control effect; potency means the concentration at half of the fitted maximal effect.

COc1ccc2c(c1)CCc1c(C(=O)N3CC4(C)CC3CC(C)(C)C4)noc1-2 (stereo not given) was read as AmpC det inh -2%.
O=C(OCCN1C(=O)c2ccccc2C1=O)c1cc(S(=O)(=O)N2CCOCC2)ccc1Cl was read as AmpC det inh 3%.
Screening CCOC(=O)N1CCN(S(=O)(=O)c2ccc(Br)s2)CC1 returned AmpC det inh -5%.
For CCOC(=O)C1CCN(C(=O)CSc2cc(=O)n(C)c3ccccc23)CC1 the results were AmpC det inh 24%.
CCCCn1c(N)c(C(=O)NCCN2CCOCC2)c2nc3ccccc3nc21 was read as AmpC det inh -2%.
Screening COc1ccc(OC)c(C2=NOC(C(=O)Nc3cccc(C(C)=O)c3)C2)c1 (stereo not given) returned AmpC det inh -10%.
`COc1cc(C)c(C(C)C)cc1S(=O)(=O)N1CCN(C)CC1` gave AmpC det inh 15%.
O=C(O)C1CCC(CNCc2cccnc2)CC1 (stereo not given) was read as AmpC det inh -3%.
O=C1C2CC=CCC2C(=O)N1CC1CCCO1 (stereo not given) was read as AmpC det inh -2%.
For CCN1C(=O)C(O)(CC(=O)c2ccc(-n3cccc3)cc2)c2ccccc21 (stereo not given) the results were AmpC det inh -3%.
For FC(F)(F)Oc1ccc(Nc2nc3ccccc3o2)cc1 the results were AmpC det inh -5%.
COCCCNC(=O)Cn1cc2c(n1)CCC(C)C2 (stereo not given) was read as AmpC det inh 4%.
Screening CC(=O)Nc1cccc(N2C(=O)CC(N3CCC(C(=O)N4CCCCC4)CC3)C2=O)c1 (stereo not given) returned AmpC det inh -2%.
CCOc1ccc2[nH]c(=O)c(C(c3nnnn3C3CCCCC3)N3CCN(CC)CC3)cc2c1 (stereo not given) was read as AmpC det inh -4%.
CCOc1ccc(NC(=O)CC2CC(C)(C)OC2=O)cc1 (stereo not given) was read as AmpC det inh 15%.
`CC(=NCc1ccc2c(c1)OCO2)c1c(O)[nH]c(=O)[nH]c1=O` gave AmpC det inh -1%.
Screening CC(=O)Nc1nc(CC(C)C)cc2c1c(=O)oc1ccccc12 returned AmpC det inh -7%.
`Cc1nnc(NC(=O)CSc2nnc3scc(-c4ccc(C)c(C)c4)n23)s1` gave AmpC det inh -2%.
For O=C(CN1CCN(Cc2ccccc2)CC1)Nc1ccc(Cl)cn1 the results were AmpC det inh -4%.
`CCOc1cc(-c2conc2N)cc(OCC)c1OCC` gave AmpC det inh 1%.

Copied from the listing for reference:
COc1ccc2c(c1)CCc1c(C(=O)N3CC4(C)CC3CC(C)(C)C4)noc1-2 (stereo not given) was read as AmpC det inh -2%.
O=C(OCCN1C(=O)c2ccccc2C1=O)c1cc(S(=O)(=O)N2CCOCC2)ccc1Cl was read as AmpC det inh 3%.

Back to the main list with the six entries that preceded the break.
CCOc1ccc(NC(=O)CC2CC(C)(C)OC2=O)cc1 (stereo not given) was read as AmpC det inh 15%.
`CC(=NCc1ccc2c(c1)OCO2)c1c(O)[nH]c(=O)[nH]c1=O` gave AmpC det inh -1%.
Screening CC(=O)Nc1nc(CC(C)C)cc2c1c(=O)oc1ccccc12 returned AmpC det inh -7%.
`Cc1nnc(NC(=O)CSc2nnc3scc(-c4ccc(C)c(C)c4)n23)s1` gave AmpC det inh -2%.
For O=C(CN1CCN(Cc2ccccc2)CC1)Nc1ccc(Cl)cn1 the results were AmpC det inh -4%.
`CCOc1cc(-c2conc2N)cc(OCC)c1OCC` gave AmpC det inh 1%.
For COc1ccc(S(=O)(=O)N2CCOCC2)c(Cl)c1Cl the results were AmpC det inh 1%.
CCC(C)(C)NC(=O)C(c1ccc(F)cc1)N(Cc1ccco1)C(=O)c1snc(C(N)=O)c1N (stereo not given) was read as AmpC det inh -2%.
COC(=O)CNC(=O)Cn1cnc2sc(C)c(S(=O)(=O)N3CCC(C)CC3)c2c1=O was read as AmpC det inh -5%.
`O=C1c2ccccc2C(Nc2cccnc2)N1Cc1ccccc1Cl` (stereo not given) gave AmpC det inh 12%.
`O=C(CSc1nc2ccccc2n1CC(=O)N1CCCC1)NCc1ccc2c(c1)OCO2` gave AmpC det inh 1%.
`O=S(NC1CCCCC1)C12CC3CC(CC(C3)C1)C2` (stereo not given) gave AmpC det inh -2%.
For CS(=O)(=O)N1CCN(C(=O)c2cc(-c3ccncc3)nc3ccc(Cl)cc23)CC1 the results were AmpC det inh -2%.
For Cc1cccc(C(=O)NCN2CCN(c3ccccc3C#N)CC2)c1 the results were AmpC det inh -1%&-3%.
`CN1C(=O)C(Cc2ccsc2)C(=O)N(C)C1=O` gave AmpC det inh 0%.
For CCCc1cc(=O)[nH]c(SCC(=O)c2cc(C)n(CCOC)c2C)n1 the results were AmpC det inh -4%.
Screening Cc1cc(NCCCN2CCOCC2)n2c(nc3ccccc32)c1C#N returned AmpC det inh -5%.
For CCNC(=O)C1CC(=O)N(Cc2ccc3c(c2)OCO3)C(=Nc2ccc(OCC)cc2)S1 (stereo not given) the results were AmpC det inh 1%.
O=c1c(-c2ccc(F)c(F)c2)nc2cncnc2n1Cc1ccccc1Cl was read as AmpC det inh 2%.
`COCCCNC(=O)C1CCN(c2nc(C)cc(C)n2)CC1` gave AmpC det inh 9%.
`Cc1cc(N2CCCC2=O)c(N)cc1N` gave AmpC det inh -6%.
O=C(NCCN1CCN(c2ccccc2)CC1)C1CCN(S(=O)(=O)c2cccc3nonc23)CC1 was read as AmpC det inh 10%.
Screening Cc1ccc(S(=O)(=O)N(Cc2ccccc2)Cc2ccco2)cc1 returned AmpC det inh 0%.
`CCOc1ccc2ccccc2c1C(=O)N1CCN(c2ccccc2)CC1` gave AmpC det inh 0%.
`O=C(CCCN1CCC(n2c(=O)[nH]c3ccccc32)CC1)c1ccc(F)cc1` gave AmpC det inh -2%[12.8 µM].
Screening CC(c1ccco1)N(C(=O)C12CC3CC(CC(C3)C1)C2)c1ccccn1 (stereo not given) returned AmpC det inh -3%.

Molecules listed so far that have fluorine, in the order listed:
For FC(F)(F)Oc1ccc(Nc2nc3ccccc3o2)cc1 the results were AmpC det inh -5%.
CCC(C)(C)NC(=O)C(c1ccc(F)cc1)N(Cc1ccco1)C(=O)c1snc(C(N)=O)c1N (stereo not given) was read as AmpC det inh -2%.
O=c1c(-c2ccc(F)c(F)c2)nc2cncnc2n1Cc1ccccc1Cl was read as AmpC det inh 2%.
`O=C(CCCN1CCC(n2c(=O)[nH]c3ccccc32)CC1)c1ccc(F)cc1` gave AmpC det inh -2%[12.8 µM].

Next section.
Screening Cc1cc(C)c(C(=O)CSc2nnc(-c3ccccc3Br)o2)cc1C returned AmpC det inh -2%.
`CN(C)CCN1C(=O)C(=O)/C(=C(/O)c2ccc(F)cc2)C1c1ccccc1F` (stereo not given) gave AmpC det inh 9%.
For COc1ccccc1CC(=O)N1CCN(c2cccc(C(F)(F)F)c2)CC1 the results were AmpC det inh -1%.
O=C(c1ccc2c3c(cccc13)CC2)N1CCN(c2ncccn2)CC1 was read as AmpC det inh -1%.
`Cn1c(=O)c2c(ncn2CC(=O)OCC(=O)NC2CCCc3ccccc32)n(C)c1=O` (stereo not given) gave AmpC det inh 11%.
COc1cc(NS(=O)(=O)c2ccc(C)cc2)c2ncccc2c1 was read as AmpC det inh -7%.
`CCOc1ccccc1-c1nc(C(N)=O)c2[nH]c(=O)n(-c3cccc(C)c3)c2n1` gave AmpC det inh -4%.
Screening CC(=O)OC(C(=O)c1ccccc1)c1ccccc1 (stereo not given) returned AmpC det inh 3%.
For C=C(C)OC(C)=O the results were AmpC det inh 9%.
Cc1cc(C)c2c(n1)sc1c(O)cc(=O)[nH]c12 was read as AmpC det inh 12%.
`CCOC(=O)CNc1c(-c2ccc(O)cc2)nc2ccc(Cl)cn12` gave AmpC det inh -6%.
Screening CC(C)NC(=O)c1ccccc1NC(=O)c1ccccc1N(C)S(C)(=O)=O returned AmpC det inh -6%.
For CC1=Nn2c(nnc2-c2ccccc2)SC1 the results were AmpC det inh 12%.
`O=C(c1cccc(-c2nnc(-c3ccccc3)o2)c1)N1CCCCC1` gave AmpC det inh -1%.
COc1cccc(N(CC(=O)NC(C)(C)C)C(=O)C2CSC(=O)C2)c1 (stereo not given) was read as AmpC det inh 1%.
`CCCCn1c2c(c(=O)n(C)c1=O)C(CC(=O)OCC(=O)Nc1cccc(C(F)(F)F)c1)C(=O)N2` (stereo not given) gave AmpC det inh -4%.
`CCN(CCNC(=O)c1cccc(N2CCCC2=O)c1)c1ccccc1` gave AmpC det inh 1%.
Screening CC1=C(C(=O)OCc2ccccc2)C(c2ccco2)C2=C(CC(C)(C)CC2=O)N1 (stereo not given) returned AmpC det inh 8%.
Screening COc1ccc(C)cc1NC(=O)CN1CCN(c2ccc(F)cc2)CC1 returned AmpC det inh -5%.
For COC(=O)Cc1[nH]nc2c1C(c1cccc(OC)c1OC)C(C#N)=C(N)O2 (stereo not given) the results were AmpC det inh 0%.
`COc1ccc(N(CC(=O)N2CCN(C)CC2)S(=O)(=O)c2ccccc2)cc1OC` gave AmpC det inh 10%.
Screening O=C(Nc1cccc2c1CCCC2)C1CCN(c2nnnn2-c2ccccc2)CC1 returned AmpC det inh 14%.
For O=c1c(-c2ccc(F)cc2)nc2cnc(N3CCOCC3)nc2n1Cc1ccc(F)cc1 the results were AmpC det inh 0%.
Screening CC(C)(C)N=C1SCC(C)(/C=N/O)S1 (stereo not given) returned AmpC det inh -4%.
`CC(C)(C)NC(=O)CN(Cc1cccs1)C(=O)c1csnn1` gave AmpC det inh -1%.
For Cc1ccc(C)c(NS(=O)(=O)c2c(C)ccc3nsnc23)c1 the results were AmpC det inh 8%.
For CC(Nc1cc(=O)n(C)c(=O)[nH]1)c1ccccc1 (stereo not given) the results were AmpC det inh -6%.
c1ccc2c(N3CCCCC3)nc(N3CCCC3)nc2c1 was read as AmpC det inh -5%.
For Cc1ccc(Cn2c(NCCc3ccccc3)nc3c2c(=O)n(C)c(=O)n3C)cc1 the results were AmpC det inh 1%.
For O=C(CC(=O)c1cc(Cl)ccc1O)c1ccccc1 the results were AmpC det inh 8%.
`CCc1cccc2c(=O)c(C(=O)N3CCCCCC3)c[nH]c12` gave AmpC det inh 11%.
`NC(=O)NC(c1ccccc1)c1ccccc1F` (stereo not given) gave AmpC det inh -5%.
Screening COC(=O)c1oc2nc(C)cc(C)c2c1N returned AmpC det inh 0%.
For CC(C)NC(=O)Cn1c(SCC(=O)N2CCCc3ccccc32)nc2ccccc21 the results were AmpC det inh -2%.
`Cc1nnc(N(Cc2ccco2)C(=O)c2cccc(C#N)c2)s1` gave AmpC det inh 0%.
`C=CCOC(=O)CCCCCCCC` gave AmpC det inh 9%.
`COC(=O)c1ccc(OCc2nc(N)nc(N3CCOCC3)n2)cc1` gave AmpC det inh -4%.
For c1cncc(CNC2=NCCCCC2)c1 the results were AmpC det inh 0%.
For Cn1cc(-c2nc3cnc(Oc4ccccc4)nc3n(Cc3cccs3)c2=O)c2ccccc21 the results were AmpC det inh -8%.
For COc1ccc(Br)cc1C(=O)Nc1ccc(O)cc1 the results were AmpC det inh -3%.
`COc1cc(C(=O)NCCc2ccc(S(N)(=O)=O)cc2)cc(OC)c1OC` gave AmpC det inh -6%.
CN1CCN(S(=O)(=O)c2ccc(-c3ccc(S(=O)(=O)N4CCN(C)CC4)cc3)cc2)CC1 was read as AmpC det inh 6%.
`Cn1c(=O)cc(OCC(=O)NC2CCCCC2)c2ccccc21` gave AmpC det inh -3%.
`CCC(Cc1ccccc1)NC(=O)CN1C(=O)CSc2ncccc21` (stereo not given) gave AmpC det inh 5%.
`CC1(c2ccccc2)NC(=O)N(CC(=O)NC(=O)NC2CCCC2)C1=O` (stereo not given) gave AmpC det inh -5%.
Screening O=C1/C(=C\c2ccccc2)C[C@@]2(O)[C@H]3Cc4ccc(O)c5c4[C@@]2(CCN3CC2CC2)[C@@H]1O5 returned AmpC det inh 6%.
`Cc1ccc2c(c1)NCC(C(=O)NC1CCC(C)CC1)O2` (stereo not given) gave AmpC det inh 0%.
Screening CN1CCN(S(=O)(=O)c2ccc(NC(=O)c3ccc(Br)s3)cc2)CC1 returned AmpC det inh -6%.
COC(=O)C1=C(C)NC(=O)NC1c1cn(-c2ccccc2)nc1-c1cccs1 (stereo not given) was read as AmpC det inh 19%.
For Cc1ccc(Nc2nc(C(=O)N3CCC(C(=O)N4CCN(C)CC4)CC3)cs2)cc1 the results were AmpC det inh -2%.
Screening O=C1c2oc3ccc(Cl)cc3c(=O)c2C(c2cccnc2)N1Cc1ccco1 (stereo not given) returned AmpC det inh -6%.
`O=C(NCc1cccnc1)NC1CCCN1S(=O)(=O)c1ccc(Cl)cc1` (stereo not given) gave AmpC det inh -2%.
`COCCSc1ccccc1C(=O)NCCCn1ccnc1` gave AmpC det inh -4%.
Screening COc1ccc(C)cc1-n1nnnc1SCC(=O)c1ccc2c(c1)OCCO2 returned AmpC det inh 9%.
Cc1cc(C)nc(N2CCCC(C(=O)Nc3ccc4c(c3)OCCO4)C2)n1 (stereo not given) was read as AmpC det inh 1%.
For C/C=C/Cn1c(Br)nc2c1c(=O)[nH]c(=O)n2C the results were AmpC det inh 11%.
O=S(=O)(c1ccc(Oc2ccc(S(=O)(=O)N3CCOCC3)cc2)cc1)N1CCOCC1 was read as AmpC det inh -1%.
For NC(=O)c1ccsc1NC(=O)CSc1nc2ccccc2c(=O)n1CCCO the results were AmpC det inh -2%.
Screening Cc1cc(C(F)(F)F)c(C#N)c(SCC(=O)NC(C)(C)C)n1 returned AmpC det inh 0%.

Screening data (PubChem)

A portion of the library; count on the stated rates, not on these rows.
